# Assay outcomes (PubChem)
# Tat export inh – blocks Tat-dependent protein export in E. coli | hit rate 0.036% among 340,000 | E. coli MC4100 TorA-mCherry Tat export, fluorescence | inhibition, % at 10 µM;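 active = mean replicate inhibition at least 50% and at least half of replicates individually reaching 50%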;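 also: exported cargo escapes ClpAP degradation while cytoplasmic cargo is degraded and loses fluorescence; 0% = median of neutral control wells and 100% = median of NaSCN control wells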
# PfHsp90 yeast 2 – inhibits growth of yeast expressing Plasmodium falciparum Hsp90; S. cerevisiae expressing PfHsp90, BacTiter-Glo ATP, 48 h; yeast lacking PDR1 and PDR3 efflux regulators; AID 504621; hit rate 0.32% among 310,000; inhibition, % at 9.4 µM;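 active = every replicate shows inhibition above about 80%, whatever the replicate mean, limit read from the data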;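 also: 0% = DMSO neutral controls and 100% = 20 µM radicicol positive controls; yeast relying on Plasmodium falciparum Hsp90 in place of its own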
# OPRM1-OPRD1 ag – OPRM1-OPRD1 heterodimerization agonism. AID 504326. hit rate 0.3% among 340,000. cells, luminescence. P35372+P41143. activation, % at 9.3 µM; in the data active = activation above about 18%;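 also: 0% = vehicle-treated cells and 100% = reference agonist; values of inactives mirror those of a sister screen read the other way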
# Target sequence (P35372 whole entry, looked up): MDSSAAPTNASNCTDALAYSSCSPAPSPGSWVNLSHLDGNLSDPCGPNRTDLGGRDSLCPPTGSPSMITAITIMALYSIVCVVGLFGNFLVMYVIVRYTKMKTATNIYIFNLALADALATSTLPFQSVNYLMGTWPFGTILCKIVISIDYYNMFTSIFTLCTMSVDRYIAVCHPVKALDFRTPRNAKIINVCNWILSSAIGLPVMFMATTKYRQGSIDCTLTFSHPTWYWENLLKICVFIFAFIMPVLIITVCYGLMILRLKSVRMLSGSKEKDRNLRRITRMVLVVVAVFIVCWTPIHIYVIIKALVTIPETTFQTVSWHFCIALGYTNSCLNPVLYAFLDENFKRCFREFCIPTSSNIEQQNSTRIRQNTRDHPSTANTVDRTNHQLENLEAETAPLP
# Target sequence (P41143 whole entry, looked up): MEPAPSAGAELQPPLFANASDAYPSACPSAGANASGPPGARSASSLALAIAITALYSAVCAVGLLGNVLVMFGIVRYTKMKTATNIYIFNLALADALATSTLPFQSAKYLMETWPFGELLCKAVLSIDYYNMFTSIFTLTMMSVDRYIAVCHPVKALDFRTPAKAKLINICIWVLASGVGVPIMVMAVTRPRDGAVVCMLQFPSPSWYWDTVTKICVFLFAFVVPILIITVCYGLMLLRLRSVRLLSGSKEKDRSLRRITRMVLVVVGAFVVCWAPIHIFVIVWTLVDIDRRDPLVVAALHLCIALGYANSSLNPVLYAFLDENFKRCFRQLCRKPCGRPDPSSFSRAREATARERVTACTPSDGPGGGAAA
# DSG3 Ab inh – blocks pemphigus antibody binding to human desmoglein-3; AID 588358; P32926; DSG3-coupled beads, scFv-anti-DSG3-GFP binding, flow cytometry; active compounds read low; binding (percent of control), % at 10 µM; hit rate 0.48% among 310,000;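 active = binding more than 3 SD below its plate's average and above zero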;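 also: hits lower antibody fragment binding to DSG3; some compounds called inactive have numbers as strong as hits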
# AddAB inh – less growth of phage-infected E. coli with AddAB | E. coli expressing H. pylori AddAB, absorbance growth | inhibition, % at 11.9 µM | hit rate 0.29% among 330,000 | AID 435030; in the data active = inhibition above about 12%;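 also: 0% = vehicle wells of infected cells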
# Arr AP2 block – human beta-arrestin and AP2 interaction inhibition | FITC-arrestin peptide / GST-AP2 beads, flow cytometry; AP2 beta2 appendage carries R879A mutation | inhibition, % at 10 µM | hit rate 0.31% among 340,000;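 active = inhibition above a set limit, near 3 SD of compounds lacking own fluorescence, cut at about 54% in these data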;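 also: plate controls were DMSO wells for no effect and 5 µM unlabelled arrestin peptide for full effect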
#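 Assay system: GST-AP2 R879A bound to glutathione beads, E. coli-expressed; Medium: PBS with 0.05% Tween 20 and 0.1% BSA; Also added: fluorescein-tagged arrestin peptide at 50 nM final; Timing: 12 min plus 1 h, RT; Measured by: flow cytometry, FL1 (488/535 nm); Evaluation: percent drop in bead-associated FITC signal.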
# PKA-R1A activ – activates the PKA-R1A holoenzyme complex; P00514+P68181; PKA-R1A dissociation, Cy5-IP20 fluorescence polarization; scaled: DMSO 0%, 113 µM cGMP 100%; activation, % at 11.4 µM; hit rate 0.083% among 340,000; AID 504707;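 active = percent activation above the mean of all tested compounds plus 3 SD, cut at about 19% in these data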;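 also: higher means more PKAc released from R1A so a rise in polarization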
# Mot1-301 SUMO – SUMOylation pathway inhibition by Mot1-301 growth rescue; S. cerevisiae Mot1-301 growth rescue, ATP luminescence, 38.5C; percent above DMSO median, 100 means doubled; growth rescue, % at 18.8 µM; hit rate 1% among 320,000; AID 2716;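 active = every valid replicate shows activation above 250% relative to neutral control wells; inactive = the rest, any valid replicate at or below 250%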;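 also: OY570 slx delta 5 strain wells were the positive control but not used for scaling; some compounds called inactive have numbers as strong as hits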
# E coli growth – counter-screen for AddAB inhibitors: E. coli growth inhibition | inhibition, % at 11.9 µM | hit rate 0.27% among 330,000 | AID 449728 | E. coli V3065 growth, OD600 absorbance, 18 h;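 active = inhibition above the campaign's mean inhibition across all tested compounds plus 3 SD, cut at about 9.9% in these data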;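 also: uninfected addAB+ strain grown without phage in ampicillin broth; 0% = DMSO wells and 100% = ciprofloxacin 0.95 µg/ml wells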
# phage Ecoli inh – E. coli growth loss with phage present | hit rate 0.26% among 360,000 | inhibition, % at 11.9 µM | AID 651602 | growth absorbance; in the data active = inhibition above about 11%
# OPRM1-OPRD1 inv – inverse agonists of human mu-delta opioid receptor heterodimerization. hit rate 0.21% among 340,000. inhibition, % at 9.3 µM. cell-based MOR-DOR heterodimer luminescence, inverse agonism. AID 504357. P35372+P41143; in the data active = inhibition above about 22%, passing the limit was not always enough;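 also: 0% = cells with DMSO and 100% = wells without cells with DMSO; values of inactives mirror those of a sister screen read the other way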
# Active calls of the source: *; . = no result given.
SMILES,Tat export inh,PfHsp90 yeast 2,OPRM1-OPRD1 ag,DSG3 Ab inh,AddAB inh,Arr AP2 block,PKA-R1A activ,Mot1-301 SUMO,E coli growth,phage Ecoli inh,OPRM1-OPRD1 inv
Cc1ccc(S(=O)(=O)NC(C)C(=O)NCc2ccc(Cl)cc2)cc1 (centres undefined),.,.,.,103.8,0.3,38.7,.,250.0,0.0,4.4,.
COc1cccc(NC(=O)CCCn2c(=S)[nH]c3ccccc3c2=O)c1,-8.2,14.7,-0.2,99.2,2.6,12.9,-10.2,-18.3,3.7,3.5,1.0
O=[N+]([O-])c1ccccc1CNC1CCCc2ccccc21 (centres undefined),6.4,9.4,0.5,110.0,4.1,14.4,-8.6,-0.2,-1.3,1.0,-2.7
Cc1ccc(Oc2ncccc2NC(=O)CCCC(=O)O)c2c1CCC2,.,.,.,95.8,-0.2,39.2,.,-5.2,0.9,2.2,.
Cc1c(O)c(C)c2c(c1O)C(=O)C[C@@H](c1ccccc1)O2,-1.7,-0.8,-0.6,102.9,2.8,-1.4,-4.4,4.0,0.5,2.9,3.6
O=C(NC1CC2CCC(C1)N2C(=O)NCc1ccccc1)NC12CC3CC(CC(C3)C1)C2 (centres undefined),1.2,7.0,-2.0,105.7,3.3,-15.1,-10.3,3.5,1.8,2.3,10.3
CCCOC(=O)C(C)n1cnc2sc(C)c(C)c2c1=O (centres undefined),-8.8,5.0,-1.4,102.0,-2.1,2.5,-0.1,-17.2,0.6,0.3,8.5
COc1cccc(COc2ccccc2C2Nc3ccc(Br)cc3C(=O)N2NC(=O)c2ccncc2)c1 (centres undefined),-5.3,.,-1.9,106.0,3.5,3.6,10.4,-2.0,-0.3,0.5,9.3
S=c1nc2ccccc2c2nc(-c3ccccc3Cl)[nH]n12,-10.9,-12.8,-3.0,95.4,-0.9,7.0,-7.3,131.0,-2.7,0.2,15.3
COc1cccc(CN(C(=O)c2ccccc2Cl)C2CCS(=O)(=O)C2)c1 (centres undefined),-0.3,13.0,-3.0,97.2,3.0,-0.5,-4.3,7.7,0.4,1.4,16.3
CC(=O)NC1=NN(C(C)=O)C(c2ccc(F)cc2)S1 (centres undefined),-10.8,-6.2,-4.8,96.2,1.5,12.7,-1.7,-10.5,1.7,0.5,24.2
c1ccc2c(c1)CCCN2c1nc2ccccc2n2cnnc12,-4.8,-4.9,-0.7,114.4,-0.4,-2.7,1.7,-1.9,3.0,1.3,3.4
O=C(NC1CCCCC1)C(c1ccco1)N(C(=O)c1csnn1)C1CCCC1 (centres undefined),-3.2,-22.3,-3.6,98.7,1.6,-2.7,0.6,-4.2,-0.8,1.6,17.5
Cc1cccc(Nc2nc(-c3sc(C)nc3C)cs2)c1,5.8,-8.1,1.0,102.7,-0.2,25.6,-6.8,-8.1,-2.3,2.9,-4.9
COc1ccc(-n2c(SCC(N)=O)nnc2-c2ccco2)cc1,5.5,-1.2,-2.4,111.8,0.7,-10.1,-4.3,-14.0,-0.3,3.0,12.3
CC(=O)c1cnc2c(C(=O)O)cnn2c1C,-17.3,-22.2,-2.1,.,2.2,-6.7,-12.7,-0.8,-0.2,2.8,9.8
C=CCOc1cccc(C2/C(=C(\O)c3ccc4c(c3)OCCO4)C(=O)C(=O)N2Cc2cccnc2)c1 (centres undefined),4.2,10.5,-2.3,101.8,2.9,-12.3,-4.5,1.6,-1.1,0.6,11.4
CCOC(=O)c1ccc(NC(=O)NCCc2cnc[nH]2)cc1,16.5,-6.0,-1.4,105.9,2.7,5.2,-0.6,0.6,0.1,3.0,7.0
Cc1ccc(S(=O)(=O)N(C)C)cc1NC(=O)CSc1nnnn1-c1ccc(O)cc1,-4.5,-24.5,-1.7,98.8,-3.0,30.5,10.7,-7.0,-0.7,1.4,9.0
C[C@H]1COC(=O)[C@@H](CC(=O)OC(C)(C)C)C/C=C\C[C@@H](CC(=O)N(CCO)Cc2ccccc2)C(=O)N1,-4.7,-3.5,-1.3,100.5,3.5,11.9,4.3,-5.7,3.0,1.3,7.7
CN(C)CCC(=O)N1c2ccccc2Sc2ccc(Cl)cc21,-3.4,-3.1,-2.0,98.4,2.8,-14.9,1.4,-0.5,0.2,1.7,9.4
COc1cc(C=C2C(=O)OC(c3ccccc3)OC2=O)cc(Br)c1O (centres undefined),1.7,8.7,-2.2,111.2,0.1,-4.2,-11.3,36.9,-1.5,2.1,10.5
Cc1cccc(C=Nc2ccc3c(c2)oc2ccccc23)c1O,0.3,-22.3,0.6,101.2,-0.8,5.7,-1.6,12.5,0.5,4.8,-3.2
C=CCn1c(SCC(=O)N(CC)C2CCS(=O)(=O)C2)nc2cc(C(=O)O)ccc2c1=O (centres undefined),2.8,.,-1.1,104.4,2.6,-27.9,-13.4,4.1,-1.6,-0.1,4.4
COc1cccc(-c2c(C(=O)N/N=C/c3ccc(C)s3)nnn2-c2nonc2N)c1,-2.6,-14.6,-4.0,104.9,0.0,4.3,-1.2,0.2,-2.4,3.5,20.9
O=S(=O)(Nc1ccc(Cl)cn1)c1cccc(S(=O)(=O)c2ccccc2)c1,-6.4,11.6,0.5,103.1,-1.3,-4.3,-1.5,9.3,0.2,2.8,-2.6
CCOc1ccccc1NC(=S)N(CCC(C)C)C1CCN(C(C)=O)CC1,-2.1,-1.8,-1.1,93.0,2.3,6.8,-11.3,.,-1.7,-1.1,6.0
CC(C)COC(=O)C(C#N)c1nc2ccccc2nc1N1CCN(Cc2ccccc2)CC1 (centres undefined),-3.2,-9.9,-0.3,100.1,0.5,6.7,1.9,7.6,-0.6,0.3,1.9
CCN(CC)C(=O)Nc1ccc(C(=O)OC)cc1,-2.3,-3.2,-0.5,100.9,2.9,-1.4,6.8,-0.1,0.6,0.3,2.6
COc1ccc(C2C(C#N)=C(N)Oc3cc4c(cc32)OCO4)cc1 (centres undefined),3.6,10.1,6.8,88.0,-0.3,0.8,-13.5,-12.7,0.4,0.7,-38.8
N#C/C=C/C(=C\Nc1ccc(Cl)cc1)S(=O)(=O)c1ccccc1,-4.4,3.6,-1.1,93.9,-0.7,7.4,-3.6,-28.9,0.2,-0.2,4.9
Cc1cc(NC(=O)Cn2nc(C(=O)O)c3ccccc3c2=O)ccc1Br,4.3,-18.5,1.3,104.3,2.4,7.8,-12.9,20.7,2.1,2.1,-10.7
CSc1ccccc1C(=O)N1CCN(c2cccc(Cl)c2)CC1,7.1,3.8,-0.8,100.1,4.1,10.6,0.0,7.5,1.1,3.5,4.1
Oc1ccc2ccccc2c1N=Nc1ccccc1F,0.8,-10.7,0.0,87.6,1.0,28.3,-6.3,3.7,2.1,2.8,0.2
Cc1nccn1CCCNC(=O)C1CCC(=O)N(Cc2ccccc2F)C1 (centres undefined),1.8,24.3,-2.5,.,4.5,0.1,-6.2,.,1.2,2.0,12.6
O=C(CCc1nnc(C2(c3ccc(Cl)cc3)CCC2)o1)NCCCn1cccn1,-1.8,3.3,-1.4,104.3,-0.3,2.9,-1.7,-3.4,-0.6,-1.7,7.2
Cc1ccc(NC(=O)c2nsc(Cl)c2Cl)cc1,0.6,1.2,-1.5,.,2.5,10.8,-2.5,-12.2,1.1,3.0,7.6
Cc1noc(C)c1NC(=O)N(C)C[C@@H]1Oc2c(NC(=O)NC(C)C)cccc2C(=O)N([C@@H](C)CO)C[C@@H]1C,-1.0,3.7,0.8,96.6,1.7,0.6,-1.6,-11.0,1.2,1.6,-3.9
c1cncc(-c2cn(C[C@H]3CC[C@H](Cn4cc(-c5cccnc5)nn4)O3)nn2)c1,4.6,-6.1,-3.3,105.5,1.1,-6.4,-7.0,.,0.9,1.9,16.2
O=C(CN1C(=O)C2C3C=CC(C3)C2C1=O)OCC(=O)c1ccc(Cl)cc1 (centres undefined),1.9,-0.7,-4.2,103.9,.,-1.3,-3.7,.,.,0.8,21.5
O=c1cc(N2CCN(c3ccccc3Cl)CC2)[nH]c(=O)n1Cc1ccc(F)cc1,-0.8,-1.6,-0.5,85.1,0.6,18.9,-16.3,5.6,1.4,0.8,2.5
Cc1cc(Br)ccc1NC(=O)CN(C)C(=O)CSC(=S)N1CCCC1,23.4,-6.6,-1.2,.,2.3,-2.8,-23.7,-1.6,0.0,1.1,4.9
Cn1c(/N=C/c2c[nH]c3ccccc23)nc2ccccc21,-6.8,5.3,-1.5,99.2,4.3,10.2,-6.9,30.9,2.1,4.8,8.2
NC(=S)N/N=C/c1cc([N+](=O)[O-])ccc1Cl,-10.6,2.0,-2.8,102.5,1.4,1.5,1.9,-3.8,1.2,1.3,13.8
CCc1cc(=O)oc2cc(OCC(=O)NCCCN3CCCC3=O)ccc12,2.9,-9.0,-1.7,103.2,0.1,-30.7,5.9,-2.5,1.9,1.8,8.7
O=C(NC1CCCCC1)N1CCN(CCc2ccccc2)CC1,2.4,.,0.3,100.5,-0.3,54.2*,-0.7,-20.6,0.0,1.5,-1.4
N#CCCN1CCN(C(=S)c2ccc(-c3ccc(Cl)c(Cl)c3)o2)CC1,0.1,-7.4,1.9,96.5,-3.2,1.4,-2.1,155.2,0.8,1.5,-10.3
Cc1ccc(S(=O)(=O)Nc2cccc(-c3ccc4nnc(C)n4n3)c2)s1,-1.9,.,-0.3,83.1,3.3,-9.0,-1.3,-15.6,-2.2,4.7,1.7
COc1ccccc1OC(=O)c1cc2ccccc2oc1=O,-5.0,-4.6,-3.1,94.8,4.7,7.7,8.3,1.0,-1.4,2.8,14.6
Cn1nnnc1Sc1ncnc2scc(-c3ccccc3Cl)c12,-2.9,.,-0.8,107.1,-0.8,-0.5,0.5,1.5,-1.8,1.0,4.2
O=C(COC(=O)CCC(=O)c1cccs1)Nc1ccccc1[N+](=O)[O-],21.4,2.4,-2.5,107.8,2.2,-16.6,-4.4,-8.6,2.1,4.6,13.2
CNC(=O)N1CCN(C(=O)NC)CC1,-5.4,15.6,-5.5,120.1,1.9,3.9,4.2,-28.3,0.8,2.6,25.5
COc1ccccc1OCC(=O)Nc1c2c(nn1-c1ccc(F)cc1)CS(=O)(=O)C2,0.8,3.2,-2.1,101.7,0.7,-9.7,11.3,-4.1,-0.9,0.8,11.1
CC(=O)c1cccc(NCC(=O)Nc2cc(S(=O)(=O)N3CCCCC3)ccc2C)c1,-4.9,4.7,0.8,113.2,1.5,5.6,13.7,3.7,1.3,-0.6,-3.5
